Assay outcomes as filed in PubChem.
MBD2 inh: inhibitors of MBD2 binding to methylated DNA, primary screen, biochemical, TR-FRET, DNA-binding domain, human; Methyl-CpG-binding domain protein 2 (Homo sapiens), Q9UBB5; MBD2 binding to methylated oligonucleotide; inhibition, % at 4.4 µM; hit rate 0.31% among 370,000; in the data active = inhibition above about 13%
UHRF1 MBD2 ctr: UHRF1 methylated DNA binding inhibitors, primary screen, counter-screen for MBD2 inhibitor project, biochemical, TR-FRET, human UHRF1, single concentration. UHRF1 binding to methylated oligo. inhibition, % at 4.4 µM. AID 687016, 2013. hit rate 0.75% among 370,000. E3 ubiquitin-protein ligase UHRF1 (Homo sapiens), Q96T88; in the data active = inhibition above about 21%;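 note: UHRF1 SRA domain binding a hemimethylated CpG hairpin DNA probe; 0% = median of test compound wells and 100% = reference inhibitor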
NPR2 activator: human GC-B receptor activators, primary screen, HEK293 GC-B cells, cGMP TR-FRET, EC30 CNP; Atrial natriuretic peptide receptor 2 (Homo sapiens), P20594; 0% at EC30 CNP, 100% saturating CNP; activation, % at 10 µM; hit rate 0.11% among 370,000; AID 1920062, 2024;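 active = activation at 10 µM reaching about 35% in either raw or pattern-adjusted values, limit read from the data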
TCR CD3 inh: inhibitors of human TCR-CD3 interaction, primary screen, biochemical, fluorescence, TAMRA-labeled TCR probe | hit rate 0.37% among 360,000 | T-cell receptor (TCR) | inhibition, % at 9.4 µM; in the data active = inhibition above about 19%;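 note: recombinant mutant TCR 2C K166C tagged with TAMRA read by polarization; 0% = receptor in buffer alone and 100% = receptor with positive control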
SIAE primary: human SIAE inhibitors, primary screen, biochemical, fluorescence polarization, FP-Rh probe, 1536-well HTS. hit rate 0.69% among 370,000. SIAE FP-Rh probe binding. inhibition, % at 9.66 µM. Sialate O-acetylesterase (Homo sapiens), Q9HAT2. AID 1053197, 2014;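 active = inhibition above a cutoff: mean of compounds within the control limits plus 3 SD of those, cut at about 17% in these data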;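 note: 0% = plate median of compound wells and 100% = probe without SIAE protein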
GC-A act: GC-A stimulated cGMP production enhancers – HEK293 GC-A cells, cGMP TR-FRET, EC30 ANP, primary screen; Atrial natriuretic peptide receptor 1 (Homo sapiens), P16066; 0% at EC30 ANP, 100% saturating ANP; activation, % at 10 µM; hit rate 0.14% among 370,000; AID 1671463, 2021; in the data active = activation above about 40%
Target sequence (P16066 whole entry, looked up): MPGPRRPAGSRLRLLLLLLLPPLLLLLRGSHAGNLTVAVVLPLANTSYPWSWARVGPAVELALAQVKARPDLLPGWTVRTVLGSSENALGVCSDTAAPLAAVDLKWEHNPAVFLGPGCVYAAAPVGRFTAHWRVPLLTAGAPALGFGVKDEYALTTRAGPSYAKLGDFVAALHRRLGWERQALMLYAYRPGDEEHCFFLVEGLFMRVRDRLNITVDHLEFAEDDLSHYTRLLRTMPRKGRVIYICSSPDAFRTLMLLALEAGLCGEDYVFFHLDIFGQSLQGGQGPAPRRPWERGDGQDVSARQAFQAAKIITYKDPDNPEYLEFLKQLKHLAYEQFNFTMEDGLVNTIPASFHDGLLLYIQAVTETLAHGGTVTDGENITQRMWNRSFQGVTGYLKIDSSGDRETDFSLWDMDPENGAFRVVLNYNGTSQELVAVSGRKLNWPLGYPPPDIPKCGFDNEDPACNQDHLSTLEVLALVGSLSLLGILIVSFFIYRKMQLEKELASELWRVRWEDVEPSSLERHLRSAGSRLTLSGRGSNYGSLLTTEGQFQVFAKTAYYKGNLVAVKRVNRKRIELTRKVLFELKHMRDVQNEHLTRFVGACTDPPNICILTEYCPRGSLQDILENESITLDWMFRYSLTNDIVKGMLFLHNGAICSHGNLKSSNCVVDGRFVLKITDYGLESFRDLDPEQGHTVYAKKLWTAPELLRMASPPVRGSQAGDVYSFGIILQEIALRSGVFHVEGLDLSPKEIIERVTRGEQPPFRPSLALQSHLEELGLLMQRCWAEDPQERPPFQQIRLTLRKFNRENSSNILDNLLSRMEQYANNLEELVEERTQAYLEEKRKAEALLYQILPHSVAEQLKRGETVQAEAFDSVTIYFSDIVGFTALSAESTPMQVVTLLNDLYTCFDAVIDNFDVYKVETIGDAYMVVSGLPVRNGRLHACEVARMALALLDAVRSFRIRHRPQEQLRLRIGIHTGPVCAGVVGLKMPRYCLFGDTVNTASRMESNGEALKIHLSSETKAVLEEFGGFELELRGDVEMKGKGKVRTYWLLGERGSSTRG
PRMT1 FP inh: PRMT1 methyltransferase inhibitors, primary screen, biochemical, fluorescence polarization. AID 652257, 2013. inhibition, % at 2.79 µM. Protein arginine N-methyltransferase 1 (Homo sapiens), Q99873. hit rate 1.3% among 370,000. recombinant PRMT1, activity-based probe fluorescence polarization;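 active = inhibition above about 21% made by adding two undisclosed values, limit read from the data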
ABHD4 inh: ABHD4 inhibitors, primary screen, biochemical, fluorescence polarization, mouse | (Lyso)-N-acylphosphatidylethanolamine lipase (Mus musculus), Q8VD66 | purified mABHD4, FP-Rh probe fluorescence polarization | inhibition, % at 8.92 µM | hit rate 0.54% among 370,000;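 active = inhibition exceeding the mean over every tested compound plus 3 SD, cut at about 30% in these data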;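 note: 0% = plate median of compound wells and 100% = S159A mutant with DMSO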
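Test system: mABHD4 protein | Buffer or medium: HEPES pH 7.0 buffer, 150 mM NaCl, 0.01% Pluronic F-127 | Probe or stimulus: FP-Rh fluorescent activity-based probe, added after compound pre-incubation | Timing: Pre-incubation 45 min, probe exposure 60 min, at 25 °C | Technique: Fluorescence polarization, excitation 525 nm, emission 598 nm, BODIPY TMR filters | Repeats: Single well per compound (singlicate)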
HTRA1 inhibitor: HTRA1 serine protease inhibitors, primary screen, biochemical, fluorescence polarization, HTS; Q92743; recombinant HTRA1, FP-rhodamine activity-based probe; inhibition, % at 5.96 µM; hit rate 0.5% among 340,000; AID 504803, 2011; in the data active = inhibition above about 36%;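 note: 0% = enzyme with DMSO and 100% = wells lacking enzyme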
rCAG RNA binder: binders of r(CAG) RNA repeats, primary screen, biochemical, fluorescence; r(CAG) RNA repeat, TO-PRO-1 dye displacement fluorescence; hit rate 1.3% among 370,000; inhibition, % at 3 µM;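 active = inhibition above the plate cutoff, the mean of all test compounds on that plate plus 3 SD, cut at about 35% in these data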;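 note: 0% = DMSO alone and 100% = 100 µM mitoxantrone as full dye displacement; higher means more dye released from RNA so lower well fluorescence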
Numbers without * were called inactive; / = no result given.

SMILES	MBD2 inh	UHRF1 MBD2 ctr	NPR2 activator	TCR CD3 inh	SIAE primary	GC-A act	PRMT1 FP inh	ABHD4 inh	HTRA1 inhibitor	rCAG RNA binder
CC1CCC2(CC1)SCC(=O)N2c1ccc(F)cc1 (centres undefined)	-0.6	4.9	4.6	-5.2	-0.5	3.1	13.4	-15.7	-0.4	-5.2
CCCCC(=O)Nc1cccc(NC(=O)C(C)C)c1	1.4	-1.0	0.8	7.7	-2.2	3.1	-1.0	-0.7	2.7	-2.8
COc1ccc(NC(=O)Nc2cccnc2)c(OC)c1	-0.2	0.8	2.6	-4.1	2.6	5.3	3.2	2.3	-11.8	-1.1
Cc1noc(C)c1C(=O)N1CCc2ccccc21	1.1	-0.9	6.0	7.5	-0.1	-0.1	1.9	0.0	-0.6	-0.5
Nc1[nH]c(C(=O)c2ccccc2)c(-c2ccc(Br)cc2)c1C(=O)c1ccc(Br)cc1	-1.8	-1.7	-9.1	1.2	0.3	-4.9	3.6	-4.8	/	11.3
Cc1cc(Br)ccc1N=C1C(=O)Nc2ccccc21	-6.1	-3.3	3.0	5.4	6.5	-40.4	1.4	-0.9	0.3	-1.1
O=C(NCc1ccccc1CN1CCCCC1)c1ccccc1N1CCCC1=O	0.7	-0.9	-0.3	-2.3	-3.1	-0.3	4.6	1.6	4.8	-0.1
COc1ccc(S(=O)(=O)N2CCOCC2)cc1NC(=O)c1ccc(Cl)cc1	4.2	-0.7	6.4	-3.8	0.1	5.4	-1.5	-3.2	-9.2	-0.9
CC(C)C(=O)NNS(=O)(=O)c1ccccc1[N+](=O)[O-]	-1.5	4.5	2.6	-6.9	-0.1	1.2	0.8	1.6	-6.8	-0.4
O=S(=O)(c1cccc2cccnc12)N1CCN(Cc2ccc3c(c2)OCO3)CC1	0.8	0.2	7.1	1.6	-3.8	-1.2	-1.5	-8.2	-3.2	4.3
COc1cc(-c2nnc(SCC(=O)Nc3ccc4c(c3)OCCO4)o2)cc(OC)c1OC	-3.6	-2.0	2.5	4.8	2.0	3.6	-3.3	-4.1	3.9	0.6
Cc1ccc(NC(=O)NN(C)c2c(Cl)c(Cl)nn2C)cc1	4.6	-0.4	3.7	1.0	3.8	0.8	2.1	6.9	4.7	-6.9

Arranged by the number under GC-A act (smallest number first): some entries from above
canonical_smiles | GC-A act
O=S(=O)(c1cccc2cccnc12)N1CCN(Cc2ccc3c(c2)OCO3)CC1 | -1.2
Cc1noc(C)c1C(=O)N1CCc2ccccc21 | -0.1
CC(C)C(=O)NNS(=O)(=O)c1ccccc1[N+](=O)[O-] | 1.2
CC1CCC2(CC1)SCC(=O)N2c1ccc(F)cc1 (centres undefined) | 3.1

Further entries
SMILES	MBD2 inh	UHRF1 MBD2 ctr	NPR2 activator	TCR CD3 inh	SIAE primary	GC-A act	PRMT1 FP inh	ABHD4 inh	HTRA1 inhibitor	rCAG RNA binder
COc1ccc(CCN2CC(C(=O)NCCN3CCNC3=O)CCC2=O)cc1 (centres undefined)	-0.4	0.1	-0.3	2.5	3.7	3.5	-2.9	-3.9	3.0	2.3
CCn1c(=NC(=O)CN2C(=O)CCC2=O)sc2c(OC)ccc(OC)c21	-2.8	-1.5	1.6	-0.6	13.1	1.1	-2.2	-1.3	-3.2	1.7
COC(=O)CNC(c1ccccc1Cl)c1cc(Br)ccc1NS(=O)(=O)c1ccc(C)cc1 (centres undefined)	3.4	-1.1	-14.7	5.8	-11.8	-26.3	-3.8	-1.2	-55.5	3.4
Fc1ccc(C2=Nc3cccc4cccc(c34)N2)cc1	1.9	-1.7	-10.3	4.8	3.1	-4.2	5.1	8.9	0.3	5.3
COc1ccc(-c2n[nH]c(=S)n2CC(C)C)cc1	-6.2	-2.0	3.2	-6.2	6.2	-2.4	2.7	-7.9	-3.6	1.5
CCOc1ccc(NC(=O)N2CCCC2C(=O)NCC2CCCO2)cc1 (centres undefined)	5.6	9.1	-2.4	0.5	-4.3	1.9	1.4	-0.8	0.8	-3.2
CC(C)(C)OC(=O)NCc1ccccc1/C=C/S(=O)(=O)NCCc1ccccc1	2.5	1.4	-0.5	/	-2.2	1.2	0.4	-7.2	/	-0.1
S=C(NC12CC3CC(CC(C3)C1)C2)N1CCOCC1	-2.4	0.5	2.9	0.3	-0.6	3.3	1.7	6.7	-10.4	3.5
O=C(NCCCc1ccccc1)c1cccc(S(=O)(=O)N2CCOCC2)c1	0.0	0.4	0.7	-6.0	3.7	2.2	2.7	-3.7	7.7	-1.3
COC(=O)C1Cc2c([nH]c3ccccc23)C(C)N1 (centres undefined)	3.1	3.0	2.3	-4.0	0.7	0.6	2.4	-1.2	-3.7	1.7
COc1ccccc1Cc1nnc(NC(=O)C2CCN(C(=O)c3ccco3)CC2)s1	2.8	-2.9	-0.8	3.0	5.0	3.0	3.5	-5.9	-3.1	4.4
O=C(c1ccco1)N1N=C(c2ccc(Br)cc2)CC1c1ccco1 (centres undefined)	2.5	1.2	3.7	-4.8	-1.2	13.0	12.9	-8.0	-6.0	2.3
Cc1ccc(N(C(=O)CCC(=O)Nc2cc(C)on2)C(C(=O)NC2CCCC2)c2cccs2)cc1 (centres undefined)	-6.7	-2.1	-6.7	6.7	1.3	-5.7	-1.5	3.1	-6.3	-9.5
CCCn1c(=N)n(CC(O)COc2ccc(C)cc2)c2ccccc21 (centres undefined)	4.4	-0.1	-10.8	-5.1	-1.8	-12.1	1.6	7.1	3.8	6.9
Cc1cccc(Oc2sc(C(=O)c3ccccc3)c(N)c2C#N)c1C	-2.7	-0.2	12.8	-2.4	-1.4	2.2	-2.7	-8.5	-28.7	-4.6
CCc1cc(/C(Cc2ccccn2)=N\O)c(O)cc1O	5.7	5.8	1.2	-8.9	19.4*	-7.3	-1.1	2.8	11.3	-2.9
O=C(NCCN1CCOCC1)N1c2ccccc2Sc2ccccc21	7.3	-1.2	-4.5	-1.7	-0.8	-2.9	-2.4	4.8	-3.7	-7.2
COc1ccccc1C1C=C(c2ccc(Cl)cc2)Nc2nc(N3C(=O)CCC3=O)nn21 (centres undefined)	-6.3	-3.6	2.8	2.5	5.4	1.4	-0.1	-3.4	7.3	3.7
O=C(NCC1(N2CCCCC2)CCCCC1)c1ccc(NS(=O)(=O)c2ccc(F)cc2)cc1	-0.9	-0.2	-3.7	1.7	-6.3	-2.9	-3.7	-2.5	0.2	-9.0
O=C(CN1C(=O)NC(Cc2c[nH]c3ccccc23)C1=O)NC1CCCCC1 (centres undefined)	-0.5	0.7	3.4	-5.2	-0.5	-1.3	2.6	5.0	0.2	3.5
Cc1ccc(C)c(S(=O)(=O)Nc2ccc(O)c(C(=O)O)c2)c1	0.8	0.9	-7.4	0.2	-2.4	5.8	0.6	-9.4	-1.1	6.9
C/C(=N\NC(=O)COc1ccc(C)cc1C(C)C)c1cc2ccccc2o1	-0.1	0.5	-7.7	-3.0	-3.0	-3.9	-1.5	1.1	0.0	0.8
CCn1c(=O)n(CC(=O)Nc2cccc(OC)c2)c(=O)c2ccccc21	-5.1	-1.5	1.2	1.1	-0.8	0.6	-4.2	1.2	0.1	-0.7
O=C(O)CCCC(=O)N1N=C(c2c(-c3ccccc3)c3cc(Cl)ccc3[nH]c2=O)CC1c1cccs1 (centres undefined)	6.4	2.5	4.4	-0.6	0.2	-1.2	4.2	1.0	-13.3	21.0
CC(C)Oc1ccc(CCNC(=O)C2CCC(=O)N(C3CCCCCC3)C2)cc1 (centres undefined)	1.3	-3.5	3.3	1.9	4.0	4.0	-0.8	-1.1	2.6	-9.1
Cc1cc2ccccn2c1C(=O)c1ccc(F)cc1	-0.1	-0.6	-8.2	-1.3	-6.4	-9.9	4.4	6.6	-5.8	0.7
CN1CCN(CC(=O)Nc2nc(-c3c[nH]c4ccccc34)cs2)CC1	0.0	1.4	-3.1	2.5	3.4	3.2	-1.4	5.3	16.1	2.8
Cc1ccc(C(CNS(=O)(=O)c2ccc(F)cc2)N2CCN(C)CC2)cc1 (centres undefined)	-1.8	-1.8	-1.4	-5.5	-8.6	-4.4	1.2	0.8	34.6	-8.5
CN(C(=O)COC(=O)c1ccc(Br)c([N+](=O)[O-])c1)c1c(N)n(Cc2ccccc2)c(=O)[nH]c1=O	0.9	-0.6	1.1	-1.8	3.3	0.7	-1.3	2.8	3.8	2.3
O=C(CSc1nc2[nH]ncc2c(=O)[nH]1)NCCc1ccccc1	2.2	-2.3	0.4	1.7	1.5	2.0	-2.3	-2.2	-1.2	1.1
C=C(C)C1CC=C(C)/C(=N/NC(=O)c2ccc(NC(=O)CCC)cc2)C1 (centres undefined)	0.1	-1.1	3.3	-4.1	3.6	-1.6	-0.1	-9.7	-3.1	-0.8
O=C(Nc1nnc(C2CC2)s1)c1cncc(Br)c1	-5.5	-1.9	-0.8	-6.5	-5.6	1.5	3.9	3.5	-4.3	2.9
CCN(c1ccccc1)S(=O)(=O)c1ccc(C(=O)Nc2nnc(-c3ccco3)o2)cc1	0.5	-2.3	2.8	-0.3	-4.9	-1.1	-3.9	-17.0	6.2	57.2*
CC1=CC(C)(C)NC(=S)N1c1ccc(N(C)C)cc1	5.8	4.4	-0.5	-2.2	-1.5	0.2	5.6	5.8	-0.2	8.3
CN(c1ccccc1)S(=O)(=O)c1cccc(NC(=O)CSc2n[nH]c(N)n2)c1	2.2	-1.7	3.4	2.7	-1.0	-3.8	0.4	4.6	-0.9	3.8
COc1ccc(N2CCN(S(=O)(=O)CCNC(=O)c3cccs3)CC2)cc1	2.5	-0.8	-1.2	4.0	3.3	2.0	-0.8	2.5	-8.7	-2.0
CN(C)CCCNC(NC(=O)/C=C/c1ccccc1)C(Cl)(Cl)Cl (centres undefined)	-3.0	0.2	-0.5	3.5	5.1	-2.9	-1.5	-1.7	-0.9	-0.7
Oc1ccccc1-c1cc(-c2ccccc2Cl)[nH]n1	4.3	1.8	-12.2	-8.6	-18.5	7.8	0.0	-15.7	-31.2	9.8
COc1cccc(N2CCN(c3ccc4nnc(CCC(=O)Nc5ccc(F)cc5F)n4n3)CC2)c1	1.0	5.8	-4.4	-1.7	-1.6	-6.3	6.2	1.9	1.8	-0.2
Oc1ccccc1-c1nc(N2CCN(Cc3ccccc3)CC2)c2ccccc2n1	3.4	1.0	-6.6	0.6	-2.2	-3.5	1.5	7.5	1.9	0.6

Only part of the results is shown; count on the stated rates, not on these rows.
